High-throughput results as filed in PubChem BioAssay.
LYPLA2 inh – LYPLA2 inhibitors, primary screen, counter-screen for PME1 inhibitor project, biochemical, fluorescence polarization, FP-Rh probe ABPP. Acyl-protein thioesterase 2 (Homo sapiens), O95372. recombinant LYPLA2. inhibition, % at 5.9 µM. actives 0.38% (n = 320,000). AID 2177, 2009;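 active means inhibition above the screen-wide mean plus 3 SD, limit set per campaign, cut at about 26% in these data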;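 further: 0% = LYPLA2 with DMSO and 100% = wells lacking LYPLA2 enzyme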
Target sequence (O95372 whole entry, looked up): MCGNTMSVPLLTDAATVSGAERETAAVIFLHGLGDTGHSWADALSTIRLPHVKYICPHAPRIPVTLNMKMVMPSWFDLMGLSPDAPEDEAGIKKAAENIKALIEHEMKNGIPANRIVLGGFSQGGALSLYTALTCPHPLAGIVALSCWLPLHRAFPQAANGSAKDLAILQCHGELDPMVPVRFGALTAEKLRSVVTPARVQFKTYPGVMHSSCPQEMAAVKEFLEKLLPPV
pPAFAH inh – pPAFAH enzyme inhibitors, primary screen, biochemical, fluorescence polarization, human; recombinant pPAFAH, FP-rhodamine probe fluorescence polarization; inhibition, % at 3.39 µM; actives 1.5% (n = 330,000); AID 463082, 2010;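 active means inhibition above the mean inhibition across the screen plus 3 SD, cut at about 25% in these data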;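 further: inhibitors block binding of the rhodamine activity-based probe so polarization drops; 0% = enzyme with DMSO and 100% = wells lacking pPAFAH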
PREPL inh – PREPL enzyme inhibitors, primary screen, biochemical, fluorescence polarization; Prolyl endopeptidase-like (Homo sapiens), Q4J6C6; actives 0.68% (n = 320,000); AID 2751, 2010; inhibition, % at 5.96 µM; recombinant PREPL, fluorescence polarization activity-based probe; in the data active means inhibition above about 43%;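 further: 0% = enzyme with DMSO and 100% = wells lacking enzyme; many of its hits are not listed in these tables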
GSTO1 inh – inhibitors of recombinant GSTO1, primary screen, counter-screen for RBBP9 inhibitor project, biochemical, fluorescence polarization; activity-based probe fluorescence polarization; inhibition, % at 5.96 µM; Glutathione S-transferase omega-1 (Homo sapiens), P78417; actives 1.1% (n = 300,000);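 active means inhibition above the campaign mean inhibition plus 3 SD, cut at about 35% in these data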;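 further: 0% = GSTO1-1 with DMSO and 100% = wells lacking GSTO1-1 enzyme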
PAFAH1B2 inh – PAFAH1B2 enzyme inhibitors, primary screen, biochemical, fluorescence polarization, human | recombinant PAFAH1B2, FP-rhodamine activity probe | inhibition, % at 3.39 µM | actives 1.2% (n = 340,000) | AID 492953, 2010;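 active means inhibition above the mean of all tested compounds plus 3 SD, cut at about 24% in these data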;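 further: 0% = enzyme with DMSO and 100% = wells lacking PAFAH1B2; many of its hits are not listed in these tables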
PAFAH1B3 inh – PAFAH1B3 enzyme inhibitors, primary screen, biochemical, fluorescence polarization, human | recombinant PAFAH1B3, FP-rhodamine probe | inhibition, % at 3.39 µM | actives 0.28% (n = 340,000);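 active means inhibition above the screen-wide average of all tested compounds plus 3 SD, cut at about 25% in these data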;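 further: 0% = enzyme with DMSO only and 100% = wells lacking PAFAH1B3 protein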
LYPLA1 counter – LYPLA1 inhibitors, primary screen, counter-screen for PME1 inhibitor project, biochemical, fluorescence polarization, FP-Rh probe ABPP. recombinant LYPLA1. actives 0.16% (n = 320,000). Acyl-protein thioesterase 1 (Homo sapiens), O75608. inhibition, % at 5.9 µM;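 active means inhibition above the mean of all tested compounds plus 3 SD, set per campaign, cut at about 14% in these data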;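 further: inhibitors block serine hydrolase probe labeling of LYPLA1 so polarization falls; 0% = enzyme with DMSO and 100% = wells lacking LYPLA1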
PAD4 inh – human PAD4 inhibitors, primary screen, biochemical, fluorescence polarization, 1536-well format. Protein-arginine deiminase type-4 (Homo sapiens), Q9UM07. recombinant PAD4, RCA probe fluorescence polarization. inhibition, % at 6.36 µM. actives 0.41% (n = 330,000). AID 485272, 2010;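 active means percent inhibition above a cutoff equal to the mean of all tested compounds plus 3 SD, cut at about 15% in these data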;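 further: 0% = PAD4 with RCA probe and DMSO and 100% = probe without PAD4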
Target sequence (Q9UM07 whole entry, looked up): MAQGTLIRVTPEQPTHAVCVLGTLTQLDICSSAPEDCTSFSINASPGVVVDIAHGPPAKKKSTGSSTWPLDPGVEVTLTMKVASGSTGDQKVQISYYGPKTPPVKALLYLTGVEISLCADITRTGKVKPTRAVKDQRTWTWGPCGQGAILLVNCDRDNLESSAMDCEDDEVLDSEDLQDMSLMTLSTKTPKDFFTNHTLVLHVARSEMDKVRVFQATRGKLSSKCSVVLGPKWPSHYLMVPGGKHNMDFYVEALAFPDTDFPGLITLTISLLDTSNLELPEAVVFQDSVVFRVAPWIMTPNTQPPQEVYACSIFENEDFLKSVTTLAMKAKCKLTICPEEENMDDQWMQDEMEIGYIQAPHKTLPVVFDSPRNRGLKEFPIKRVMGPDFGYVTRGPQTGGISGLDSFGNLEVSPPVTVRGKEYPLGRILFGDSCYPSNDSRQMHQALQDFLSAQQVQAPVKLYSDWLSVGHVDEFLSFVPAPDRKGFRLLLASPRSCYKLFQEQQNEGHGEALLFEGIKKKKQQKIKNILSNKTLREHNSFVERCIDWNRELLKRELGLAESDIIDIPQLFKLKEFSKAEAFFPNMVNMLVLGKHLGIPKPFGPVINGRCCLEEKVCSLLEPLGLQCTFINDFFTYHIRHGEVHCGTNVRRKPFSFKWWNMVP
PME-1 inh – PME-1 inhibitors via competitive probe labeling, primary screen, biochemical, fluorescence polarization, FP-Rh probe, HTS; Protein phosphatase methylesterase 1 (Homo sapiens), Q9Y570; recombinant PME-1; inhibition, % at 5.9 µM; actives 0.53% (n = 320,000); AID 2130, 2009;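 active means inhibition above the campaign mean of all compounds plus 3 SD, cut at about 26% in these data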;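 further: competitive labeling of PME-1 active site by serine hydrolase directed probe; 0% = PME-1 with DMSO and 100% = wells lacking PME-1 enzyme; inhibitors block probe labeling so polarization falls and inhibition rises; many of its hits are not listed in these tables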
The depositor's hits bear a star; / = not tested or not shown.

SMILES	LYPLA2 inh	pPAFAH inh	PREPL inh	GSTO1 inh	PAFAH1B2 inh	PAFAH1B3 inh	LYPLA1 counter	PAD4 inh	PME-1 inh
CN(C(=O)COC(=O)c1ccccc1SCC(=O)NC1CCCCCCC1)C1CCS(=O)(=O)C1 (stereo unspecified)	8	6	2	2	7	7	1	0	9
O=C(Cn1cc2c(n1)CCCCC2)NC1CCCCCC1	-6	-6	6	0	3	5	5	-4	0
Cn1c(SCC(=O)NCc2ccc3c(c2)OCO3)nnc1C1COc2ccccc2O1 (stereo unspecified)	5	3	-2	4	1	0	5	-4	3
COc1ccc(C(=O)NC(CC(=O)O)c2cc([N+](=O)[O-])ccc2Cl)c(SC)c1 (stereo unspecified)	2	5	0	9	1	-3	0	-1	1
CN(C)c1c(N)[nH]c2c(c1=O)c(=O)n(C)c(=O)n2C	4	8	3	1	-3	5	-2	-2	1
Cc1ccc(NC(=O)COC(=O)Cn2ccc(=O)[nH]c2=O)cc1C	/	4	5	/	7	12	/	-3	/
COc1ccc(CNC(=O)[C@H](C)NC(=O)[C@@H]2Cc3ccccc3CN2)cc1	6	3	-1	7	6	6	0	1	2
CC1CCCN(CCCN2C(=O)C3C(C(=O)Nc4cccc(Cl)c4)C4C=CC3(O4)C2C(=O)NC2CCCCC2)C1 (stereo unspecified)	-4	8	36	-4	6	7	-3	-3	1
Cn1c(=O)[nH]c(=O)c2c1nc(N1CCCCC1)n2CCSc1ncccn1	-1	2	-8	-2	-1	-4	-1	0	-3
O=[N+]([O-])c1ccc(S(=O)(=O)NCC(c2cccnc2)N2CCc3ccccc32)cc1 (stereo unspecified)	3	5	6	12	6	4	3	-5	14
OCCN1CCN(C(=S)Nc2ccccc2)CC1	-5	-2	4	0	2	3	-1	-2	-3
CNc1cc(=O)n(C)c(=O)n1-c1ccccc1	0	-6	8	7	8	6	3	-9	0
COc1ccc(N2CCN(c3ncnc4nc[nH]c34)CC2)cc1	7	-7	16	2	3	11	1	-2	-4
COc1ccc(-c2c3c(=O)n(C)c(=O)n(C)c3cn2NC(C)=O)cc1	-8	-5	-5	0	0	-1	0	-3	3
COc1ccc(C)cc1S(=O)(=O)N1CCCC(C(=O)NC2CC2)C1 (stereo unspecified)	4	1	-5	5	3	2	1	-10	-7
O=C(CCn1cnc2ccccc21)N/N=C/c1ccc(O)cc1	-2	0	-1	2	0	-6	-3	-4	0
C=CCn1c(SCC(=O)N2CCN(c3ccc(F)cc3)CC2)nnc1-c1ccco1	-6	11	0	-1	5	9	2	-4	-3
COc1ccc2c(c1)CCc1c(C(=O)Nc3c(C)nn(Cc4ccccc4)c3C)noc1-2	12	4	-9	3	-1	9	3	-2	3
Cc1ccc(C(C(=O)NC(C)(C)C)N(Cc2cccs2)C(=O)c2ccc3c(c2)OCCO3)cc1 (stereo unspecified)	0	5	-7	12	-6	1	-2	-1	-5
COC(=O)c1nnc(-c2ccccc2)c(-c2ccccc2)n1	2	0	4	-1	10	5	-2	1	-1
CC(C)(C)OC(=O)C[C@@H]1C/C=C\C[C@@H](CC(=O)NCCO)C(=O)NCCOC1=O	/	-7	14	/	-1	-12	/	-5	/
CCN(CCn1cccn1)C(=O)c1cc(COc2cccc3cccnc23)on1	2	0	0	8	2	3	1	-1	-7
Cc1cc2c(cc1C)CSC(c1ccccc1O)SC2	-7	-4	2	-2	1	-3	-7	6	-8
CC(C)n1nnnc1-c1cc(Cl)cc(Cl)c1	2	11	7	-1	4	6	0	-1	-6
CCOc1ccc(CCNC(=O)CCCn2nc(C)c3c(C)n(-c4ccccc4)nc3c2=O)cc1	-6	3	-2	-1	3	6	-6	-2	0
O=S(=O)(Nc1ccc2c(c1)nc1n2CCN(Cc2ccccc2)C1)c1ccc(Cl)cc1	7	38*	-3	-7	33*	-3	-2	-3	-12
COc1cccc2cc(C(=O)N3CCN(C45CC6CC(CC(C6)C4)C5)CC3)c(=O)oc12	9	2	10	2	0	3	2	0	1
Cc1cc(C(=O)Nc2ccccc2Cc2ccccc2)no1	5	4	15	11	4	0	5	4	-1
COC(=O)CCN(C(=O)c1ccc(N2CCCCC2)c([N+](=O)[O-])c1)c1ccccn1	-3	3	0	2	6	11	2	-4	0
COc1ccc(N(C(=O)c2ccc(Cl)cc2)C2=CC3CCC(C2)N3C)cc1 (stereo unspecified)	-1	4	-7	-3	0	-2	-3	-3	-3
Cc1cccc(-c2nnc(SCC(=O)N3CCOCC3)o2)c1	24	0	6	8	3	-4	3	-5	-2
CN(C)/N=C/c1ccc(Sc2ccccc2[N+](=O)[O-])o1	-1	9	10	-5	8	1	-1	-3	1
Cc1ccc(S(=O)(=O)N(CC(=O)NCc2ccccc2Cl)C(=O)N2CCN(C)CC2)cc1	6	3	-4	4	6	8	4	-2	2
O=C(CCN1C(=O)/C(=C/c2ccccc2)SC1=S)NC1CCS(=O)(=O)C1 (stereo unspecified)	-1	2	21	11	5	3	-1	1	4
O=C(c1ccc2c3c(cccc13)CC2)C1CCCN(Cc2ccccn2)C1 (stereo unspecified)	4	1	3	-2	3	8	-1	-5	1
Cc1ccc(COc2ccsc2C(=O)NNC(N)=S)cc1	-3	-4	12	8	/	/	3	3	5
COCCCNc1nc2nonc2nc1NCCSC	10	7	-10	-4	3	6	3	-1	4
CCCCOC(=O)n1c(=O)oc2cc(S(=O)(=O)N3CCCCC3)ccc21	-2	2	19	14	5	-3	-2	6	-11
O=C1C2C3C=CC(CC3)C2C(=O)N1c1ccccc1[N+](=O)[O-] (stereo unspecified)	2	0	9	15	3	12	2	-2	0
CSc1ccc(/C=N/N2CCN(Cc3ccccc3)CC2)cc1	2	-2	16	2	5	14	1	-1	4
Cc1cc(/C=N\O)c(C)n1-c1ccncc1	1	3	6	13	2	-2	-4	0	-2
CCOc1ccccc1NC(=O)CCc1nnc2ccc(NCc3ccco3)nn12	-6	6	8	-1	-2	4	2	-4	3
NC(N)=N/N=C/c1ccc(OCc2ccc(Cl)cc2Cl)cc1	-4	-4	42	5	2	-1	0	-4	6
O/N=C\c1ccc(-c2ccccc2)o1	3	2	-5	2	14	4	0	-4	2
Cn1nc(C(=O)NCc2ccccc2)c2c1-c1ccccc1S(=O)(=O)C2	5	2	-2	4	3	3	-2	-1	-3
CN(C)S(=O)(=O)c1cc(S(=O)(=O)N(C)C)c(Cl)cc1N	-5	-4	7	-3	2	-1	0	0	6
COc1ccc(CCNC2CC(=O)N(CCc3ccc(OC)c(OC)c3)C2=O)cc1 (stereo unspecified)	-1	8	-2	3	0	-1	0	-9	3
O=[n+]1cc(-c2cc3ccccc3o2)n([O-])c2c1CCCC2	4	1	-11	1	-2	15	-2	-2	5
COc1cccc(-c2ccc3ncnc(N(C)Cc4ccco4)c3c2)c1	-2	0	15	/	-6	-6	-6	2	1
OC(CNCC1CCCO1)Cn1c2ccc(Cl)cc2c2cc(Cl)ccc21 (stereo unspecified)	-3	41*	-13	-10	1	-6	-9	-3	-2
CCOC(=O)Cc1csc(NC(=O)NC2(C(F)(F)F)Oc3ccc(Cl)cc3O2)n1 (stereo unspecified)	-5	3	6	45*	4	11	-4	2	-4
NS(=O)(=O)c1ccc(NC(=O)COc2ccc(Cl)cc2)cc1	-3	-9	-9	-6	4	2	-2	-1	-14
COc1ccc2cc3c(N)nn(C(=O)c4cccc(F)c4)c3nc2c1	2	2	-6	1	0	-3	-5	1	-3
CCc1cccc2c(C(=O)C(F)(F)F)cn(CC(=O)N3CCOCC3)c12	0	-1	15	3	-5	3	-4	-3	-5
O=[N+]([O-])c1cccc(-c2nnc(SCc3cccnc3)o2)c1	6	0	10	-1	8	13	3	-2	2
CN(C)CCN=Cc1c(O)n(Cc2ccccc2)c(=O)c2ccccc12	-6	6	9	2	6	4	-1	-5	-2
Cc1cc[n+](CC[n+]2ccc(C)cc2)cc1	6	0	11	5	2	4	-2	2	-7
NC(=O)C1CCN(c2oc(-c3ccc(F)cc3)nc2S(=O)(=O)c2ccccc2)CC1	6	1	4	/	1	5	-2	-2	-2
COc1ccccc1/C=N/NC(=O)c1ccc(CN2C(=O)c3cccc4cccc2c34)cc1	-45	-17	-3	-40	-17	-29	-25	-7	-55
Cn1c(SCC(=O)Nc2nccs2)nnc1C12CC3CC(CC(C3)C1)C2	6	4	3	0	5	0	-1	-3	4

Carrying on.
SMILES	LYPLA2 inh	pPAFAH inh	PREPL inh	GSTO1 inh	PAFAH1B2 inh	PAFAH1B3 inh	LYPLA1 counter	PAD4 inh	PME-1 inh
Cc1c(C(=O)N2CCCC2)c(S(=O)(=O)Nc2ccccc2Cl)c(C)n1C	-2	6	-2	-4	0	1	-2	2	-3
CC(C)(C)c1ccc(OCc2ccc(C(=O)NCc3cccnc3)o2)cc1	3	2	-17	2	2	0	-1	0	-4
CCCNC(=O)c1cc(OC)c(OC)cc1[N+](=O)[O-]	-2	-9	6	6	1	3	-2	-1	-8
O=C(CSCCO)Nc1cccc(C(F)(F)F)c1	7	10	0	6	-1	7	4	-2	-1
CC1CCN(C(=O)CSc2nc(N)c(NC(=O)c3ccccc3)c(=O)[nH]2)CC1	9	-3	8	12	6	10	10	-6	-4
CCC(CO)NCC#Cc1ccccc1 (stereo unspecified)	-3	5	-6	12	7	2	0	-1	-7
Cc1cc(Nc2ccccc2)n(C(=O)c2ccc(N)cc2)n1	7	7	33	8	10	5	3	-3	11
Cc1cccc(NC(=O)NNC(=O)COc2ccc3ccccc3c2)c1	-15	-2	9	-1	3	5	-4	-1	-9
O=C(Nc1cc(C(F)(F)F)ccc1Cl)c1cc(C2CC2)on1	1	6	4	1	-1	2	3	-7	2
CC1CCc2c(sc3nc(C4CC4)nc(N4CCN(C(=O)c5ccco5)CC4)c23)C1 (stereo unspecified)	-10	6	-5	-5	-1	0	-4	8	-3
CCOC(=O)N1CN(C(=O)OCC)CN(C(=O)OCC)C1	-9	-5	15	12	5	4	-3	6	-2
CCOc1ccc(S(=O)(=O)N2CCCC(C(=O)N3CCC(C(N)=O)CC3)C2)cc1Cl (stereo unspecified)	-4	3	-7	0	-2	-4	-1	-1	5
N#CCC(=O)N1CCCCCC1	-1	3	12	6	-5	6	1	6	1
COc1ccc(NC(=O)C2=CC=CN3CCS(=O)(=O)N=C23)c(OC)c1	/	3	12	/	2	4	/	-2	/

An excerpt; the hit share may differ from the screen's.
